From PubChem BioAssay
Yeast life ext: yeast lifespan extension | S. cerevisiae growth with nicotinamide, OD615; deaD strain in restrictive glucose medium | inhibition of the nicotinamide effect, % at 10 µM | 130,000 tested, 0.68% active | AID 775;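 active = inhibition above a set limit, placed 3 SD over the median of all compounds, cut at about 26% in these data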;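 also: 0% = nicotinamide-treated wells and 100% = cells grown without nicotinamide; some compounds called inactive have numbers as strong as hits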
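Assay system: engineered S. cerevisiae DeaD replicative-lifespan strain, galactose-grown log-phase cells; Buffer or medium: CSMM-D glucose medium, restrictive; Probe or stimulus: nicotinamide 1.5 mM; Compound: single dose 10 µM compound, 0.25% DMSO; Schedule: 4 h preincubation then 48 h treatment at 30 °C; Technique: OD615 measurement.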
Phagocyt inh: inhibitors of macrophage phagocytosis; AID 1029; inhibition, % at 5 µM; J774A.1 macrophage IgG-bead phagocytosis, imaging; 110,000 tested, 0.07% active;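 active = inhibition above the mean of the plate negative controls plus 5 SD, cut at about 13% in these data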;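 also: phagocytic index as fraction of beads internalized from green versus red external bead signal; plate controls were DMSO negative control for no effect and cytochalasin-D positive control for full effect; some results beyond the cut were filed as inactive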
NPY-Y2 antag: blocks the human neuropeptide Y Y2 receptor; 140,000 tested, 0.99% active; NPY-Y2 expressing cells, antagonist mode; AID 793; inhibition, % at 2.7 µM; in the data active = inhibition above about 17%;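 also: 0% = vehicle with agonist challenge and 100% = reference antagonist with challenge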
Target sequence (P49146 whole entry, looked up): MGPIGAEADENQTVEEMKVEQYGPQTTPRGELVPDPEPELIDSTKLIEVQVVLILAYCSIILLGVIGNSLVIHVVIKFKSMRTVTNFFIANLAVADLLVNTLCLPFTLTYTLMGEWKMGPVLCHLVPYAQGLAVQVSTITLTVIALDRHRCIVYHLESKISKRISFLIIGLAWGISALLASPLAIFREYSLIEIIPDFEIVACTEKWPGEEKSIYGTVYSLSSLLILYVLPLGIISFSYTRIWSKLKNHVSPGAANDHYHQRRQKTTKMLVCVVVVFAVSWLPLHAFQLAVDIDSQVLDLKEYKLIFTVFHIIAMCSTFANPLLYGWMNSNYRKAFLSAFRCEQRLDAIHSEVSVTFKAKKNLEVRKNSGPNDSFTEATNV
HCT116 PTEN-null: PTEN-deleted cell growth suppression; viability, % at 10 µM; HCT116 PTEN-null viability, CellTiter-Glo, 60 h; active compounds read low; 140,000 tested, 1.2% active; AID 827;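 active = viability at or below a set limit, 4 SD under the median of all tested compounds, cut at about 3.7% in these data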;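 also: PTEN knockout HCT116 line with beta catenin targeted HCT116 as companion control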
HCT116 bCat-KO: beta-catenin-lacking colon tumor cell growth suppression. viability, % at 10 µM. AID 818. 140,000 tested, 1.5% active. HCT116 beta-catenin knockout viability, CellTiter-Glo, 60 h; active compounds read low;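 active = viability at or under a set limit, the compound median less 4 SD, cut at about 6% in these data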;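 also: 0% = Hyamine 1622 control at 20 µM and 100% = untreated cell control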
MRP1 act: activators of MRP-1; H69AR cells + doxorubicin, viability rescue, CellTiter-Glo; viability increase, % at 10 µM; 140,000 tested, 0.61% active; AID 799;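 active = viability gain under doxorubicin at or above a set limit, the compound median plus 3 SD, cut at about 4.7% in these data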;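 also: MRP-1 overexpressing cells given doxorubicin 25 µM after compound pretreatment; 18-22 h compound pretreatment then 72 h with doxorubicin before readout; 0% = doxorubicin-only wells and 100% = vehicle-treated cells without doxorubicin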
Measles CPE: protection of cells from measles virus; Measles virus-infected cells, CPE protection, absorbance; protection (pct of control), % at 4 µM; 140,000 tested, 1.5% active; AID 841; in the data active = protection mostly above about 24%, no sharp cut-off; inactive = mostly below about 26%; also: some compounds called inactive have numbers as strong as hits
E-sel TNF inh: blocks E-selectin expression induced by TNF alpha; AID 1246; HUVEC TNFa-induced E-selectin immunofluorescence, high content; 120,000 tested, 0.71% active; inhibition, % at 2 µM;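 active = inhibition above the batch mean plus 3 SD, and confirmed as a hit on visual image review, cut at about 43% in these data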;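 also: 0% = TNF-stimulated DMSO wells and 100% = unstimulated control wells; not every result past the cut was called active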
BB579 growth dn: yeast BB579 growth reduction in restrictive medium | AID 804 | S. cerevisiae BB579 growth, OD615, 48 h | inhibition, % at 10 µM | 140,000 tested, 0.51% active;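 active = inhibition above a set limit, 3 SD over the mean compound inhibition, cut at about 44% in these data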; also: inactives centre near -24
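Material: Saccharomyces cerevisiae DeaD strain BB579, replicative lifespan model yeast; buffer or medium: CSMM-D restrictive synthetic medium containing dextrose (glucose); compound: 10 µM single dose, DMSO 0.25%; timing: 48 h compound exposure at 30 °C after 4 h preincubation; signal: turbidity as optical density at 615 nm; benchmarks: positive control amphotericin B 10 µg/mL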
GALR2 blocker: blocks the human galanin receptor 2. GALR2-expressing cells, antagonist mode. inhibition, % at 4 µM. 140,000 tested, 0.39% active; in the data active = inhibition above about 27%;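 also: cells stimulated with galanin 1-16 at roughly its EC80; 0% = agonist challenge control and 100% = basal control without agonist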
Target sequence (O43603 whole entry, looked up): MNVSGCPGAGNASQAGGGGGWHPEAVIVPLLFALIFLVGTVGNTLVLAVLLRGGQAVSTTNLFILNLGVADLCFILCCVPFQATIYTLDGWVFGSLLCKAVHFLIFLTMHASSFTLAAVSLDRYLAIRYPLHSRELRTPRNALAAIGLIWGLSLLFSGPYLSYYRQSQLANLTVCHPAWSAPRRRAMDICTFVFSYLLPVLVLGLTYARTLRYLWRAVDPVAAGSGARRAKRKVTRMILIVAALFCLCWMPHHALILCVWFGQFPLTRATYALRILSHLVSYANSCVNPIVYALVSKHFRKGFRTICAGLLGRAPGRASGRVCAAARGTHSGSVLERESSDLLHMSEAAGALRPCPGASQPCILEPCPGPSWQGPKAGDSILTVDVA
* hit, by the source's call; . = no result given; & = joins results of further samples.

molecule	Yeast life ext	Phagocyt inh	NPY-Y2 antag	HCT116 PTEN-null	HCT116 bCat-KO	MRP1 act	Measles CPE	E-sel TNF inh	BB579 growth dn	GALR2 blocker
Cc1ccc(C(=O)NCCN(C)C)cc1C	-3	.	3	102	89	-1.5	2	8	-7	-7
CCOC(=O)/C=c1\s/c(=C\c2ccccc2OC)c(=O)n1CC(=O)N1CCOCC1	-11	0	1	81	89	-0.2	14	.	15	-8
CCNC(=O)C/C(C)=N/NC(=O)C12CC3CC(CC(C3)C1)C2	-11	.	2	100	113	-0.6	3	.	-4	-1
C/C(CCc1ccccc1)=N\NC(=O)CC(=O)NCCc1ccccc1	2	1	2	98	91	0.5	7	19	-26	-1
CCOC(=O)C(Cc1ccccc1)(NC(C)=O)C(=O)OCC	-3	0	0	93	98	-1.3	4	53	7	-5
CCN1CCN(c2nc(SC)nc3sc4c(c23)CC(C)(C)OC4)CC1	-7	-2	7	76	67	-1.1	10	-4	-17	1
Cc1cc(C)n(-c2ccc(C(=O)NC3=NCCS3)cc2)n1	-16	.	0	108	120	-0.7	35*	-5	-60	0
Nc1ccc(C(=O)OCC(=O)N2c3ccccc3Sc3ccccc32)cc1[N+](=O)[O-]	5	2	1	88	81	8.7*	33*	-10	-48	-3
CCCCOc1ccc(Cl)cc1CSc1nnc(CC)n1N	3	-1	2	95	103	-0.6	6	-17	-20	8
Cc1cccc2cc(C3CC(c4ccco4)=NN3S(=O)(=O)c3ccccc3)c(Cl)nc12 (stereo unspecified)	6	6	4	85	85	3.1	14	34	-71	-9
CC(=O)OCC1CCCC2=C(C)C(=O)CCC21COC(C)=O (stereo unspecified)	5	-2	1	104	96	1.9	7	.	-26	0
COc1ccc(NC(=S)N2CCC(c3nc4ccc(Cl)cc4[nH]3)CC2)c(OC)c1	-22	.	2	74	77	-1.7	20	-42	-16	7
CC12CCC(c3nnc(SCc4ccc(Cl)cc4)nc31)C2(C)C (stereo unspecified)	.	.	2	73	82	5.7*	14	6	-40	2
CN(C)c1ccc(N2C(=O)CC(Sc3ccccc3C(=O)O)C2=O)cc1 (stereo unspecified)	5	-12	4	92	92	-1.5	6	12	-25	-1
CCC(=O)Nc1nc(-c2ccc3c(c2)OCCO3)cs1	-12	-1	-1	93	89	-1.9	2	.	23	0
CCSC1(SCC)N=C(N)C2(C#N)C(c3ccc(F)cc3)C12C#N (stereo unspecified)	-24	-2	-2	92	81	-3.4	5	-10	-32	0
CN(C)Cc1cc(CN(C)C)c(O)c(CCc2ccccc2)n1	-6	0	0	89	105	-0.7	5	-34	-40	-4
CC(NC(=S)Nc1ccccc1OC(F)F)C(C)(C)C (stereo unspecified)	8	3	1	80	89	-2.3	21	-14	-36	2
O=C(N/N=C/c1ccc(O)cc1)c1cccc(C(F)(F)F)c1	-1	-8	0	90	92	0.4	3	.	-39	3
Clc1ccccc1-c1nn2c(Cn3cnc4ccccc43)nnc2s1	-12	0	4	89	84	-1.6	8	-13	-52	-4
O=C(Nc1ccc(Cl)cc1)N1CCC(c2nc(-c3cccs3)no2)CC1	38	0	6	82	82	-0.3	10	3	-71	6
CCN(CC)c1ccc(/C=C(\C#N)C(=O)c2ccc(Br)cc2)cc1	-1	-8	3	95	96	-2.1	4	.	-32	-6
Cc1cc(C(=O)CC#N)c(C)n1CC(F)(F)F	-22	.	2	108	91	-3.4	7	7	8	5
CC1CN(C(=O)N2c3ccccc3Sc3ccccc32)CC(C)O1 (stereo unspecified)	8	-11	9	69	74	1.0	3	-12	-30	0
CCOC(=O)C1CCCN(C2CC(=O)N(c3cccc(C(F)(F)F)c3)C2=O)C1 (stereo unspecified)	-15	0	4	99	97	-0.4	6	6	1	-9
CCn1cc(C2=NOC(C(=O)Nc3c(C)nn(Cc4ccc(F)cc4)c3C)C2)c(C)n1 (stereo unspecified)	-3	-1	-1	93	80	-1.7	1	-28	-12	10
O=C1CC(c2ccc(F)cc2)Cc2nc(NCC3CCCO3)ncc21 (stereo unspecified)	-15	2	1	90	90	-0.1	11	3	-19	1
CC1(C(=O)O)Cc2ccccc2C(=O)O1 (stereo unspecified)	-2	4	2	93	91	-1.4	13	-13	-27	2
CCCNc1nc2c(c(=O)[nH]c(=O)n2C)n1Cc1ccc(F)cc1	-4	-2	2	90	86	-2.8	20	.	-8	4
COC(=O)c1ccccc1S(=O)(=O)N(CCCO)Cc1cc2c(C)ccc(C)c2[nH]c1=O	-21	1	-2	80	75	-3.9	5	-9	-35	5
CCc1cccc(NC2c3ccccc3C(=O)N2c2ccc(C)cn2)c1 (stereo unspecified)	17	0	3	77	76	-3.0	7	.	-1	-3
CCOC(=O)c1c(C2CC2)csc1NC(=O)COC(=O)c1cnc(Cl)c(Cl)c1	1	-7	6	68	62	-2.4	5	20	-18	9
COc1ccc(-c2ccc(SCC(=O)NCc3ccco3)nn2)cc1	-10	0	0	81	91	-1.4	11	-12	-45	-4
O=C(CC12CC3CC(CC(C3)C1)C2)NCO	-2	1	1	102	105	-0.3	6	-33	-78	2
O=C(NC(=S)Nc1ccc(N2CCCCC2)cc1)c1cccs1	-6	-2	0	88	81	-3.5	9	-46	0	-15
Cc1nnc(NC(=O)c2ccc3c(c2)C(=O)N(CC2CCCO2)C3=O)s1 (stereo unspecified)	-6	0	2	95	98	-1.2	7	-33	5	-9
O=C(c1ccc(F)cc1)C1CCN(C(=O)N2CCOCC2)CC1	-12	.	1	99	100	-0.2	37	-12	-8	12
COc1ccc(C(=O)N/N=C/C(Br)=C/c2ccccc2)cc1	-7	-12	4	104	100	-2.4	12	-2	-21	14
CCSc1ccccc1C(=O)Nc1cc(C)on1	-10	-1	1	112	101	-0.7	3	-2	-39	-12
Cc1cccc(C)c1NC(=O)CS(=O)CC(=O)NC1CCN(Cc2ccccc2)CC1 (stereo unspecified)	-2	-1	2	103	85	-3.6	8	.	-25	-12
Cc1cc(Nc2cccc(Cl)c2C)n2ncnc2n1	1	.	4	96	100	-1.6	6	-8	-34	18
Cc1ccc(-c2nc(NC(=O)CSc3nnc(C)s3)ns2)cc1	-9	0	1	96	108	-1.6	7	18	-38	2
COc1cc(NC(C)CCCN)c2ncccc2c1Oc1ccccc1 (stereo unspecified)	-3	-3	0	86	83	-4.4	14	18	2	11
O=c1c(Cc2ccccc2)c(O)nc2n1CCCS2	-13	-1	2	102	102	1.0	5	9	-21	-4
O=C(c1ccc(Cl)cc1)c1cn[nH]c1-c1ccccc1O	-4	-1	0	91	93	-0.4	24	6	2	-2
CCOc1ccc(-c2nnc(SCc3nnc(-c4ccccc4)o3)n2-c2ccccc2F)cc1	-9	0	19*	68	72	-3.1	29	0	-40	-18
CCC(C)C(=O)N1CCc2cc(-c3csc(N)n3)ccc21 (stereo unspecified)	-9	0	2	92	88	0.6	4	15	-21	0
COc1ccc(NC(C)=O)cc1NC(=O)CN1CCN(S(=O)(=O)c2ccc(C(C)C)cc2)CC1	-19	.	0	91	104	-3.6	1	8	-20	15
O=C(CN1C(=O)c2ccccc2C1=O)Nc1nnc(C2CCCO2)s1 (stereo unspecified)	-6	0	2	86	76	-0.1	3	5	-15	3
CCOc1ccc(NC(=O)N(CC(C)C)CC(C)C)cc1	-5	0	-2	.	92	-0.1	5	-2	-25	-11
CCCn1nc([N+](=O)[O-])c(C(C#N)c2nc3ccccc3s2)c(Cl)c1=O (stereo unspecified)	10	-1	4	42	34	-1.6	26	-10	0	19
COC(=O)C1=NN(c2ccccc2)C2(S1)S/C(=C\c1ccccc1)C(=O)N2c1ccccc1 (stereo unspecified)	4	.	2	96	90	0.6	5	0	-31	17
O=C(NCCc1ccccc1F)C(=O)Nc1nccs1	-1	-1	3	93	106	1.5	5	-20	-37	1
CCCCCCCCC/C(=N\O)c1ccccn1	-28	.	6	7	3.4*	-4.6	4	-16	100*	0
Cc1ccc2c(c1)N=C(c1ccc(F)cc1)CO2	-7	-1	2	77	87	-4.2	1	-9	-1	6
COc1ccc(S(=O)(=O)N2CCC(N3CCN(c4ccccc4)CC3)CC2)cc1	2	.	2	96	101	-3.5	3	-16	-44	4
O=C1CC(c2cccc([N+](=O)[O-])c2)c2ccc3ccccc3c2N1 (stereo unspecified)	-9	-4	-1	67	74	-0.8	15	-14	-13	5
Cc1ccc(C(=O)COC(=O)CCN2C(=O)C3C4CC(C(Br)C4Br)C3C2=O)cc1 (stereo unspecified)	4	3	1	97	97	-0.7	11	.	-35	6
Cc1ccc(/C=C/C(=O)NCc2ccco2)o1	-2	-2	1	81	92	-0.9	18	.	-14	-3
CC(Sc1ccc2ccccc2n1)C(=O)O (stereo unspecified)	4&-11	1&5	12&9	107&91	100&87	-1.4&-2.8	15&5	-27	-9&-20	6&-2

Carrying on.
molecule	Yeast life ext	Phagocyt inh	NPY-Y2 antag	HCT116 PTEN-null	HCT116 bCat-KO	MRP1 act	Measles CPE	E-sel TNF inh	BB579 growth dn	GALR2 blocker
Cc1ccc(NC(=O)c2cc(-c3ccco3)on2)cc1C	-5	0	3	101	106	1.2	14	.	-16	0
CC1=Nc2ccccc2/C1=C/c1sc(=O)n(CC(=O)N2CCCC2)c1O	-32	5	-2	66	64	-3.8	3	-12	6	18
CC1Cc2cc(/C(O)=C3/C(=O)C(=O)N(CCN4CCOCC4)C3c3cccc(O)c3)ccc2O1 (stereo unspecified)	-14	0	1	115	102	-0.1	17	25	-53	6
O=C(Nc1cccc(Cl)c1Cl)c1ccncc1	-14	.	-1	92	102	-1.0	3	1	1	-6
COc1ccc(/C(O)=C2\C(=O)C(=O)N(Cc3ccco3)C2c2cc(OC)ccc2OC)cc1 (stereo unspecified)	-1	.	2	91	89	-1.1	8	-26	-23	14
O=S(=O)(Nc1nc2ccccc2nc1Nc1cccc(S(=O)(=O)N2CCCCC2)c1)c1ccccc1	8	-5	-2	26	32	-5.7	18	27	-10	-4
CCCCOC(=O)c1ccc(NC(=O)C(=O)NCc2ccncc2)cc1	-6	-10	1	74	73	-2.1	9	15	-8	0
CC(C(=O)N1CCN(C=O)CC1)N1C(=O)c2ccccc2C1=O (stereo unspecified)	-15	-1	1	84	80	-1.7	7	45	-12	-6
O=c1c2ccc(Cl)cc2[nH]c(=S)n1Cc1cccnc1	-29	.	2	80	94	-3.9	25	.	-28	-1
